S1P2 ag: S1P2 receptor agonists, primary screen, cell-based | Sphingosine 1-phosphate receptor 2 (Homo sapiens), O95136 | activation, % at 4.5 µM | 97,000 tested, 0.46% active | S1P2-expressing cell line, agonist reporter read-out | AID 729, 2007; in the data active = activation above about 16%;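 note: 0% = vehicle low control and 100% = maximal reference agonist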
Target sequence (O95136 whole entry, looked up): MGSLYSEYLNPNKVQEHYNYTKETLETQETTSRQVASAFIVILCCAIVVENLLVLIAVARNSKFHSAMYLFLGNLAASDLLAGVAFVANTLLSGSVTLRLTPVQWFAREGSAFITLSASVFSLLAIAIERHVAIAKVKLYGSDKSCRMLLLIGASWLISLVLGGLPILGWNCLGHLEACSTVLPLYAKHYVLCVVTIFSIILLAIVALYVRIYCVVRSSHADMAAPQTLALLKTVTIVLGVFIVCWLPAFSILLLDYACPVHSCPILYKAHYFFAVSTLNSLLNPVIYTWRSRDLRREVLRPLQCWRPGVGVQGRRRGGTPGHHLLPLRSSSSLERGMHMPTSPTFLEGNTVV
S1P2 blocker: human S1P2 receptor antagonists, primary screen, cell-based | Sphingosine 1-phosphate receptor 2 (Homo sapiens), O95136 | cell-based S1P2 antagonist assay, inhibition at 5 uM | inhibition, % at 5 µM | 97,000 tested, 0.21% active | AID 736, 2007; in the data active = inhibition above about 45%;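 note: CRE beta-lactamase reporter cells expressing human S1P2 stimulated with S1P; 0% = agonist at EC80 alone and 100% = agonist plus reference antagonist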
hDAT+cocaine: changed hDAT dopamine uptake under cocaine IC80, either direction, primary screen, cocaine antagonist project, cell-based, LLC-PK1 hDAT, [14C]-dopamine uptake, MLSMR; Sodium-dependent dopamine transporter (Homo sapiens), Q01959; LLC-PK1 hDAT cells, [14C]-dopamine uptake with cocaine IC80; actives deviate in either direction; B-score at 10 µM; 110,000 tested, 1.3% active; AID 449768, 2010;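 active = Z score or B-score, a plate-position-corrected score, falls beyond the plate's 99.7% confidence bounds, in either direction; inactive = both scores lie inside the 99.7% bounds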;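 note: scored against the spread of the other compound wells on the same plate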
Target sequence (Q01959 whole entry, looked up): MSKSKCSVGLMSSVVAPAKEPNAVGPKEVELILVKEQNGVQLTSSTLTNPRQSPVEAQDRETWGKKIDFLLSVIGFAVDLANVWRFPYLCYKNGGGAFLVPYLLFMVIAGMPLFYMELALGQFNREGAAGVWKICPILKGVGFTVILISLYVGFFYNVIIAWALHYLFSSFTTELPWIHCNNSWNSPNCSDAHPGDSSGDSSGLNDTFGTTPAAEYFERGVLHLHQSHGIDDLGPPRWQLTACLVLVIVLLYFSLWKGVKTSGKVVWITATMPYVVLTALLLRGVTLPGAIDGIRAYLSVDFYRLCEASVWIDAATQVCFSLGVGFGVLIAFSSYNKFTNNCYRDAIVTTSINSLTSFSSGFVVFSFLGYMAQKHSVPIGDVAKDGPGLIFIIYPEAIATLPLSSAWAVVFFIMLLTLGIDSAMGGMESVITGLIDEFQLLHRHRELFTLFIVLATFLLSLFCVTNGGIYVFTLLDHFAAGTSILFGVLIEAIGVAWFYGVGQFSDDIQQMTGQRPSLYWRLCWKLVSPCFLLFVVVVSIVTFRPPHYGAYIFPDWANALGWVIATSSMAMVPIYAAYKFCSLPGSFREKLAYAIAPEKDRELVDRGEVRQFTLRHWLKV
PostGolgi yeast: phenotypic screen on post-Golgi transport, primary screen; post-Golgi transport phenotypic cell assay; inhibition, % at 10 µM; 98,000 tested, 0.9% active; AID 739, 2007;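 note: yeast cells grown in 1536-well plates; yeast grown about 18 h at 30C before absorbance read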
sEH act: soluble epoxide hydrolase activators, primary screen, biochemical, human sEH; Bifunctional epoxide hydrolase 2 (Homo sapiens), P34913; 91,000 tested, 0.04% active; purified human sEH enzymatic activity, activator screen; activation, % at 2 µM; AID 717, 2007; in the data active = activation above about 37%; note: values of inactives mirror those of a sister screen read the other way
CYP2C19 inh: blockers of cytochrome P450 2C19 activity – biochemical, luminescence, ADME assay, primary screen; P33261; CYP2C19 Supersomes, luciferin-H EGE luminescence, 30 min; inhibition, % at 5 µM; 96,000 tested, 21% active; AID 778, 2007;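 active = CYP2C19 inhibition above a set limit at 5 µM in the primary screen, cut at about 50% in these data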;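 note: plate controls were negative control wells for no effect and 2.5 mM tranylcypromine positive control for full effect; values of inactives mirror those of a sister screen read the other way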
sEH inhibitor: soluble epoxide hydrolase inhibitors, primary screen, biochemical, human sEH; Bifunctional epoxide hydrolase 2 (Homo sapiens), P34913; recombinant human sEH enzymatic activity assay; inhibition, % at 2 µM; 91,000 tested, 0.34% active; AID 707, 2007; in the data active = inhibition above about 80%; note: values of inactives mirror those of a sister screen read the other way; many of its hits are not listed in these tables
CYP2C19 activ: human CYP2C19 activators, primary screen, biochemical, luminescence. Cytochrome P450 2C19 (Homo sapiens), P33261. recombinant CYP2C19, luciferin-H EGE luminescence; hits give high values; 0 = fully inhibited enzyme, 1 = untreated enzyme. activation factor at 5 µM. 96,000 tested, under 10 active;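 active = activation factor of at least 2 at 5 µM in the primary screen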;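 note: 0 = wells with 2.5 mM tranylcypromine and 1 = vehicle-only wells; values of inactives mirror those of a sister screen read the other way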
PostGolgi ctrl: growth inhibition of yeast control strain, primary screen, counter-screen for post-Golgi transport modulator project. 98,000 tested, 5% active. inhibition, % at 10 µM. efflux-deficient yeast background strain, growth absorbance A615, 16 h
The depositor's hits bear a star; · = no result given. Cut-off read from the data, not from the text of the source, unless noted: active = inhibition above about 30%; inactive = the rest.

SMILES	S1P2 ag	S1P2 blocker	hDAT+cocaine	PostGolgi yeast	sEH act	CYP2C19 inh	sEH inhibitor	CYP2C19 activ	PostGolgi ctrl
Cc1ccc(-n2c(=O)cc(N3CC(C)CC(C)C3)[nH]c2=O)cc1 (centres undefined)	-2	10	-1.5	-10	14	-10	-14	1.1	8
CCOC(=O)c1nn(-c2ccccc2)c(=O)cc1SC(C)CC (centres undefined)	0	-1	0.1	3	-4	-2	7	1	5
CCOc1ccc(S(=O)(=O)N(C)c2ccc(OCC(=O)OCc3c(C)noc3C)cc2)cc1	·	·	0.65	-6	·	36	·	0.6	7
Cc1cc(C)n2nc(Nc3ccccc3)cc2n1	-6	2	1.4	22	-3	6	5	0.9	9
COc1ccc(C)cc1NC(=O)C(CCS(C)(=O)=O)NC(C)=O (centres undefined)	-8	14	-0.62	-8	·	-3	·	1	27
CCCSc1nc(N)c(C#N)c(-c2ccc(C)cc2)c1C#N	-8	-61	-0.71	12	-5	0	6	1	2
CS(=O)(=O)N(Cc1ccc(Cl)cc1)c1ccc(C(=O)NCCC2=CCCCC2)cc1	-2	-16	-0.69	-1	5	-12	-10	1.1	10
O=C(CCC1N=C2c3ccccc3N=C(SCc3ccc(F)cc3)N2C1=O)NCc1ccco1 (centres undefined)	-5	22	-0.014	4	-3	28	2	0.7	6
O=S(=O)(Nc1nc2ccccc2nc1NCc1ccco1)c1ccc(Cl)cc1	-6	-1	-0.34	-8	18	51*	-16	0.5	38*
COc1cccc(CNC(=O)c2ccc(NC(=O)C3CCCO3)cc2)c1 (centres undefined)	·	·	0.26	-1	·	-14	·	1.1	-1
CC(C)OC(=O)c1nn2c(C(F)(F)F)cc(-c3ccc(Br)o3)nc2c1Br	-3	18	-0.9	4	4	5	-2	1	3
COCc1cc(=O)[nH]c2cc(NC(=O)C(F)(F)F)c(C)cc12	-3	8	-0.027	2	5	1	-4	1	5
O=C(O)c1ncc(-c2ccccc2)cn1	-1	22	-1.2	1	9	-10	-8	1.1	1
COc1ccc(Nc2nc(N)nc(SCc3nnc(C)s3)n2)cc1	-5	-11	0.59	4	0	-4	2	1	5
CCOC(=O)N1CCN(C(=O)c2cnn3c(C(F)F)cc(-c4ccc(C)cc4)nc23)CC1	-5	8	-0.28	12	-6	29	7	0.7	11
O=c1[nH]cnc2cc(-c3ccccc3)sc12	-6	5	0.91	7	13	-5	-14	1.1	-4
CN(C)CCNc1nc2c(c(=O)[nH]c(=O)n2C)n1CCCc1ccccc1	-3	19	-0.73	6	13	-1	-14	1	2
O=P(/C(=N/O)Sc1ccccc1)(N1CCOCC1)N1CCOCC1	-5	10	-1.1	-3	-3	12	4	0.9	1
O=C(O)C1CC(=O)N(c2ccc(OCc3ccc(Cl)cc3Cl)cc2)C1 (centres undefined)	-5	-8	0.9	17	6	4	-9	1	-8
c1cncc(Nc2nc(-c3cccs3)cs2)c1	-5	6	-0.04	7	1	34	0	0.7	4
c1ccc(CCc2nn3c(C4COc5ccccc5O4)nnc3s2)cc1 (centres undefined)	-2	12	-0.37	5	·	36	·	0.6	31*
COCc1cc(=O)n2[nH]c(SCc3ccccc3)nc2n1	-4	0	-0.58	-7	20	-4	-18	1	3
C=CCn1c(SCC(=O)Nc2cccc(C)c2)nnc1-c1cnccn1	-3	7	0.72	19	1	96*	-2	0	6
CCc1c(C)nc(/N=C(/NC(=O)c2ccccc2)Nc2ccccc2OC)[nH]c1=O	-3	9	·	·	2	·	-3	·	·
O=C(CSc1nnc(-c2ccco2)o1)c1ccc(F)c(F)c1	0	4	1.6	-2	-19	12	20	0.9	6

Four of the compounds above, with bars between the fields.
compound | S1P2 ag | S1P2 blocker | hDAT+cocaine | PostGolgi yeast | sEH act | CYP2C19 inh | sEH inhibitor | CYP2C19 activ | PostGolgi ctrl
COc1ccc(Nc2nc(N)nc(SCc3nnc(C)s3)n2)cc1 | -5 | -11 | 0.59 | 4 | 0 | -4 | 2 | 1 | 5
O=C(O)C1CC(=O)N(c2ccc(OCc3ccc(Cl)cc3Cl)cc2)C1 (centres undefined) | -5 | -8 | 0.9 | 17 | 6 | 4 | -9 | 1 | -8
O=C(CSc1nnc(-c2ccco2)o1)c1ccc(F)c(F)c1 | 0 | 4 | 1.6 | -2 | -19 | 12 | 20 | 0.9 | 6
CN(C)CCNc1nc2c(c(=O)[nH]c(=O)n2C)n1CCCc1ccccc1 | -3 | 19 | -0.73 | 6 | 13 | -1 | -14 | 1 | 2

(cont.)
SMILES	S1P2 ag	S1P2 blocker	hDAT+cocaine	PostGolgi yeast	sEH act	CYP2C19 inh	sEH inhibitor	CYP2C19 activ	PostGolgi ctrl
COc1ccc(CNS(=O)(=O)c2ccc(C3CNC(=O)C3)cc2)cc1 (centres undefined)	-7	7	-1.2	-2	8	14	-4	0.9	26
CC1CCC(NCc2ccco2)CC1 (centres undefined)	0	-7	-2.1	-11	0	-20	2	1.2	10
N#Cc1cc2c(nc1SCC(N)=O)CCCCC2	-4	-6	0.25	16	-12	-11	10	1.1	-9
O=C(NC1CCCC1)C(c1ccccc1)N(Cc1ccc2c(c1)OCO2)C(=O)Cc1cccs1 (centres undefined)	-4	-13	1.4	·	6	·	-6	·	·
Cc1ccc(C(C(=O)NC(C)(C)C)N(C(=O)c2csnn2)C2CC2)cc1 (centres undefined)	-1	-1	-0.16	·	-3	·	3	·	·
CCOC(=O)C1=C(CSc2nc3ccccc3s2)NC(=O)NC1c1cc(C)ccc1C (centres undefined)	-5	10	-0.032	12	5	68*	-3	0.3	37*
O=C(Cn1cnc2c(nnn2Cc2ccc(F)cc2)c1=O)N1CCN(c2ccccc2)CC1	-3	21	·	2	6	11	-6	0.9	5
Cc1c(C(=O)O)oc2c3c(ccc12)OCCO3	-6	26	·	17	·	-3	·	1	-1
CC1CCCN(C/C=C/c2ccccc2[N+](=O)[O-])C1 (centres undefined)	-3	16	0.096	-4	20	17	-18	0.8	9
COc1cc(NC(=O)C2CCCN(S(=O)(=O)c3cnc[nH]3)C2)cc(OC)c1 (centres undefined)	-4	3	-0.44	2	12	44	-11	0.6	3
CC1(C)Cc2c(c(N3CCOCC3)nc3snc(N)c23)CO1	·	·	0.37	-6	·	-1	·	1	5
CCn1cc(C(=O)N2CCN(c3cccc(Cl)c3)CC2)c2cc(OC)c(OC)cc2c1=O	5	-32	2.8	17	1	76*	-4	0.2	12
NC(Cc1cccc2nsnc12)C(=O)O (centres undefined)	-5	-2	-0.18	6	6	2	-7	1	7
O=C(c1noc2c1CCCC2)N1CCN(C(c2ccccc2)c2ccccc2)CC1	·	·	-0.2	5	·	18	·	0.8	15
Nc1c(C(=O)c2ccccc2)oc2ccc(Br)cc12	-1	11	-0.42	3	-6	70*	7	0.3	-6
O=C1CC(N2CCC(c3nc4ccccc4o3)CC2)C(=O)N1c1cc(Cl)cc(Cl)c1 (centres undefined)	-3	11	0.0068	4	2	33	-5	0.7	13
CCn1c(CNC(=O)Cc2ccc(OC)cc2)nnc1SCC(=O)Nc1nccs1	-2	-23	-0.73	-5	11	4	-10	1	16
CC(O)c1cc2c(cc1NC(=O)c1cnn3c1NC(c1ccco1)CC3C(F)(F)F)OCO2 (centres undefined)	-1	-19	0.073	0	8	3	-10	1	0
Cc1ccccc1-n1c(SCC(=O)c2cc(C)n(C)c2C)nnc1-c1ccncc1	0	11	1.6	9	-1	99*	1	0	3
Cc1nn(C)cc1C(=O)NNC(=S)Nc1ccc(Cl)cc1	-7	-3	1	-2	-13	8	16	0.9	2
CCc1cc2cc3c(cc2nc1SCC(=O)Nc1cc(C)on1)OCO3	-3	3	-0.87	-2	3	-15	-6	1.1	-3
CCCNC(=O)N(C)c1nncnc1C(=O)NC	-7	14	-0.48	·	-1	4	2	1	·
CC(CCO)Nc1nc2c(c(=O)n(C)c(=O)n2C)n1Cc1cccc(Br)c1 (centres undefined)	-1	-26	2.3	-1	10	60*	-10	0.4	12
COC(=O)c1c(C)[nH]c(C(=O)CSc2ccc(Cl)cc2)c1C	-8	-2	0.42	0	4	27	-1	0.7	-9
COc1ccc(CCNC(=O)c2cc3sc(Cl)cc3n2C)cc1OC	-5	14	2.3*	14	5	69*	-5	0.3	10
SMILES	S1P2 ag	S1P2 blocker	hDAT+cocaine	PostGolgi yeast	sEH act	CYP2C19 inh	sEH inhibitor	CYP2C19 activ	PostGolgi ctrl
O=C(O)C1CC(=O)N(c2ccc(F)c(F)c2)C1 (centres undefined)	-2	3	0.024	2	6	1	-1	1	-2
O=C(NCCCN1CCOCC1)c1cc2c(s1)CCCC2	0	15	0.14	10	-2	20	3	0.8	-2
c1cncc(C(c2nnnn2C2CCCC2)N2CCCC2)c1 (centres undefined)	-7	1	-0.42	-9	-1	-5	2	1	-6
NC(=O)C1CCN(CCC(=O)Nc2cccc(Cl)c2)CC1	·	·	-0.95	5	·	18	·	0.8	4
O=C(c1cnc2n(c1=O)CCS2)N(c1ccccc1)C1CCCCC1	-4	4	0.048	-1	-4	-11	6	1.1	6
O=C(NCCCN1CCCC1=O)c1ccc(CNS(=O)(=O)c2ccc(F)cc2)cc1	0	-15	-0.35	2	0	-10	-3	1.1	10
COc1cc(-c2cc(N)n(S(=O)(=O)c3ccccc3)n2)cc(OC)c1OC	6	-18	2.6	1	-2	96*	-1	0	8
O=C(O)C1CCCCC1C(=O)NCCc1cccc(Cl)c1 (centres undefined)	-2	2	-1.2	-2	1	30	3	0.7	5
O=C(NCc1ccncc1)C(F)(F)C(F)(F)C(=O)NCc1ccncc1	-2	5	-1.9	-4	4	46	-4	0.5	-1
COC(=O)c1ccc(CSc2nc3c(cnn3-c3ccc(C)cc3)c(=O)[nH]2)o1	-4	-25	0.085	·	4	·	-4	·	·
O=c1c2c(-c3ccc([N+](=O)[O-])cc3)csc2nc2n1CCC2	-4	-19	-1.2	·	5	·	1	·	·
Cc1ccc(C)n1N1C(=O)/C(=C\c2ccc(Cl)cc2)SC1=S	-5	-9	1.4	40*	-18	-8	21	1.1	39*
CC(=O)NC1C(=O)N(C)c2ccc(Br)cc21 (centres undefined)	-8	5	0.41	-4	1	-5	2	1.1	-3
CCOC(=O)C1CCN(Cc2c(O)ccc3ccccc23)CC1	-5	11	-0.41	-2	-5	·	8	·	4
CCc1cc2c(N3CCCCC3)ncnc2s1	-3	-14	0.28	3	-7	87*	5	0.1	1
COCCN1CN(S(=O)(=O)c2ccccc2)c2nc3ccccc3nc21	-5	13	-0.84	5	16	83*	-18	0.2	7
COC(=O)c1ccc(NC(=O)c2ccco2)cc1	·	·	-0.044	-9	·	53*	·	0.5	-11
COC(=O)CSc1nnc(CNc2ccc(Cl)cc2)n1-c1ccccc1	-7	8	·	63*	6	54*	-8	0.5	65*
CCOn1c(SCC)nc2ccccc2c1=O	2	-17	-0.41	2	-8	14	8	0.9	3
OCCN1CCN(C(=S)c2ccc(Cl)cc2)CC1	-4	-4	-0.39	1	3	48	-2	0.5	-1
CCc1nc2c(oc3ccccc32)c(=O)[nH]1	-6	6	0.09	-19	11	32	-7	0.7	13
Cc1cc(C)c(S(=O)(=O)c2ccccc2)c(OC(=O)c2cc(F)c(F)cc2Cl)n1	-1	-1	0.088	-3	-4	3	5	1	1
O=c1cc(N2CCc3ccccc32)[nH]c(=O)n1-c1ccc(Br)cc1	-5	-58	-0.4	-12	7	3	-8	1	5
O=C(Nc1nccs1)c1cc2c(s1)CCCCC2	-5	-9	4.3*	-10	-26	31	27	0.7	26
CCCCNC(=O)c1nn(-c2ccccc2OC)c(=O)c2ccccc12	·	·	1.4	1	·	5	·	1	-1
CCc1c(-c2ccccc2)nc2nc(C)c(C)nn12	-1	18	0.091	-3	-8	1	6	1	6
